tim23-1 inh: growth inhibitors of tim23-1 mutant yeast | S. cerevisiae tim23-1 growth, BacTiter-Glo luminescence, 24 h | inhibition, % at 20 µM | 330,000 tested, 1.3% active;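 active means growth inhibition of the mutant yeast at or above 50%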;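 further: temperature-sensitive mutant grown at 25 °C; plate controls were DMSO-treated mutant yeast for no effect and medium wells lacking yeast for full effect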
NLRP3 yeast inh: blocks the NALP3 inflammasome reconstituted in yeast; 330,000 tested, 0.39% active; Yeast reconstituted NLRP3/ASC/caspase-1, beta-gal luminescence, 24 h; inhibition, % at 10 µM; AID 2825;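 active means inhibition of 50% or more; inactive means inhibition below 50%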;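 further: plate controls were induced DMSO wells for no effect and uninduced yeast grown without galactose for full effect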
APJ antag: antagonists of human APJ apelin receptor; P35414; CHO-K1 APJ beta-arrestin complementation, luminescence; inhibition, % at 20 µM; 330,000 tested, 0.32% active; AID 2521;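 active means inhibition above about 40% at 20 µM, limit read from the data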;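 further: cells challenged with 10 nM apelin-13 agonist together with compound; plate controls were apelin-13 plus DMSO wells for no effect and DMSO wells lacking apelin-13 for full effect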
Target sequence (P35414 whole entry, looked up): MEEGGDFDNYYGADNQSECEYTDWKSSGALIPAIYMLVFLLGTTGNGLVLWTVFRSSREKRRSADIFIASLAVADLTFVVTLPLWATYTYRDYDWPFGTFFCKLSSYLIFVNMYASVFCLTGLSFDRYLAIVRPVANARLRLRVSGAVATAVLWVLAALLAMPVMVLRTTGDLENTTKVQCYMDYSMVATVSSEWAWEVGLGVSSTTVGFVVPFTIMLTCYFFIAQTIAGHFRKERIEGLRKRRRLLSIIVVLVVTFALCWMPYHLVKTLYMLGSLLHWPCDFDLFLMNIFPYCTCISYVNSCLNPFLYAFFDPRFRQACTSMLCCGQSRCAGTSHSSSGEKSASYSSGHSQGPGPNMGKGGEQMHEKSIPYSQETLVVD
GRIN3A LBD mod: modulators (binders) of human NR3A ligand-binding domain | NR3A LBD differential scanning fluorimetry, Tm shift; 0% = protein alone, 100% = glycine-bound protein | AID 1259313 | 340,000 tested, 2.5% active | Tm shift relative to glycine control, % at 25 µM;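 active means melting temperature shift of at least 10% of the positive control shift, at one fixed dose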
APJ ag: activates the human apelin receptor APJ; CHO-K1 APJ PathHunter beta-arrestin, luminescence; 0% DMSO wells, 100% apelin; activation, % at 20 µM; 330,000 tested, 0.11% active; AID 2520;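 active means activation more than six SD over the plate average, tested at 20 µM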;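 further: 0% = DMSO alone and 100% = apelin-13 at 10 nM; some results filed as inactive read as strong as hits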
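Assay system: engineered CHO-K1 APJ arrestin reporter cells; Amount: 1000 CHO-K1 reporter cells seeded per well; Dosing: one dose, 20 µM compound, 1% DMSO; Times: compound stimulation 90 min at 25 °C, detection 60 min; Measured by: luminescent beta-gal fragment complementation, chemiluminescent substrate; Read-out: APJ–arrestin association signal; Controls: DMSO vs Apelin-13 10 nM.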
tim10-1 inh: tim10-1 yeast growth inhibition; 330,000 tested, 2.2% active; inhibition, % at 20 µM; S. cerevisiae tim10-1 ts strain growth, BacTiter-Glo, 24 h;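 active means inhibition of at least 40%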;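 further: mutant grown at 25 °C; 0% = DMSO wells with yeast and 100% = wells holding no yeast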
TIM10 inh: growth inhibitors of TIM10 yeast strain; inhibition, % at 10 µM; S. cerevisiae TIM10 strain growth, BacTiter-Glo luminescence, 24 h; 330,000 tested, 1.4% active;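 active means inhibition of 40% or more at the single tested concentration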;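 further: wild-type TIM10 isogenic control strain grown at permissive 25 °C; 0% = DMSO yeast wells and 100% = minimal medium wells without yeast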
beta cell repl: MIN6 beta-cell proliferation induction; MIN6 cells proliferation, ATPlite luminescence, 48 h; cells starved in 0.2% serum; 100% = growth in 10% serum; proliferation, % at 10 µM; 330,000 tested, 0.29% active; AID 2380;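 active means compounds whose signal lies at least 3.5 SD above the mean of all wells on their plate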;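 further: 0% = DMSO-treated cells in low-serum medium and 100% = 10% serum control; some compounds called inactive have numbers as strong as hits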
MPTP inh: permeability transition pore inhibition; isolated mouse mitochondria, Ca2+ swelling absorbance, 30 min; inhibition, % at 10 µM; 360,000 tested, 1.4% active; AID 602449;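 active means inhibition of 50% or more, scaled per plate between neutral and stimulator controls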;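 further: 0% = DMSO wells given calcium and 100% = 1 mM EGTA wells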
The depositor's hits bear a star; · = not tested or not shown; + = active, no number.

SMILES	tim23-1 inh	NLRP3 yeast inh	APJ antag	GRIN3A LBD mod	APJ ag	tim10-1 inh	TIM10 inh	beta cell repl	MPTP inh
N#CC(C#N)=C(Nc1ccccc1)c1ccccc1	17	-3	7	1	2	6	3	-3	1.2
O=S(=O)(c1ccc(NC(=S)Nc2ccc(OC(F)F)cc2)cc1)N1CCOCC1	13	5	-6	26*	-1	27	11	1	98*
O=C(CSc1nc2ccccc2o1)c1cc2ccccc2oc1=O	38	8	-7	-12	-3	4	0	-1	-0.2
Cc1ccc(N(NC(=O)C(C)(C)O)C(=O)c2ccccc2)cc1C	3	17	12	0	-2	-10	3	2	-1.1
COc1ccc(C2/C=C\CN(S(=O)(=O)c3ccc(-c4ccccc4)cc3)CC(=O)N2Cc2ccc(F)cc2)cc1 (stereo not given)	23	1	14	2	-1	12	16	-1	-0.6
O=C(Nc1ccnn1C1CCN(Cc2cccc(OCCO)c2)CC1)C1CC1	-9	1	10	-2	-2	-3	-4	-1	-0.9
COc1ccc(C(=O)COC(=O)CNC(=O)c2ccccc2)cc1F	-3	12	-3	3	-3	3	1	-4	-0.3
Cc1ccc(OCc2nnc(SCC(=O)N3CCOCC3)n2C)cc1	1	1	3	16*	-4	15	8	-2	-0.1
CCC(CO)Oc1cc(NCc2ccc(Cl)cc2Cl)c2ncn(C(C)C)c2c1 (stereo not given)	26	13	5	-21	-2	18	-4	-6	-0.3
CCOc1cc(C(=O)NC(=S)Nc2cccnc2)cc(OCC)c1OCC	24	6	4	0	-4	43*	20	0	1.0
COC(=O)c1ccc(Nc2c([N+](=O)[O-])c(=O)oc3ccccc23)cc1	11	13	20	-2	-5	-7	-14	-4	41
Cc1ccc2c(c1)=C(c1ccccc1)N(O)CC(=O)N=2	-3	4	-2	1	-3	6	-6	-4	-0.3
Cc1oc(-c2ccccc2)cc1C(=O)Nc1cccc(/C=C\C(=O)O)c1	3	14	12	-41	-2	5	15	-1	5.2
CCCc1nnc(NC(=O)CCC(=O)N2CCN(c3nc(C)cc(C)n3)CC2)s1	10	13	8	0	2	3	-6	-2	1.3
Cc1onc(-c2c(F)cccc2Cl)c1C(=O)NC1CCCCCC1	20	10	28	-7	-3	7	21	9	-0.3
CC1c2cc3c(cc2CCN1CC(=O)Nc1ccccc1)OCCCO3 (stereo not given)	18	21	-15	0	4	13	6	-3	1.2
Cc1csc(NC(=O)c2ccc(C)c(S(=O)(=O)N3CCOCC3)c2)n1	12	-16	-21	·	-4	41*	19	-2	·
O=C(OCc1ccc(COC(=O)c2cccnc2Cl)cc1)c1cccnc1Cl	-2	-6	4	-1	2	-4	-11	-1	-0.1
O=C(CSc1ncc(C(F)(F)F)cc1Cl)N1CCN(S(=O)(=O)c2ccccc2)CC1	12	10	21	-2	0	23	2	2	3.0
COc1ccc(N(C(C)C(=O)N/N=C/c2ccc(OCC(C)C)cc2)S(C)(=O)=O)cc1 (stereo not given)	23	0	-7	-4	-1	26	14	0	-0.1
CCCCN(CCCC)Cc1ccc(C(=O)NNC(=O)Nc2ccccc2)o1	0	-15	-8	-1	-3	3	-5	0	3.4
Cc1noc(C)c1S(=O)(=O)N(CC(=O)Nc1ccc2c(c1)OCO2)c1ccc(C(C)C)cc1	-2	-4	-16	-2	8	3	3	1	2.1
Cc1cccc(NC(=O)c2cc([N+](=O)[O-])ccc2NC2CCCCC2)c1	15	7	-16	9	-3	-6	6	-4	29
CN(c1ccccc1C(=O)Nc1ccccc1C(=O)NCc1ccco1)S(C)(=O)=O	3	-1	0	1	-4	19	5	-3	-0.4
O=C(COC(=O)c1cccs1)Nc1cc(S(=O)(=O)N2CCOCC2)ccc1Cl	18	6	8	0	1	25	13	-2	-0.8
COc1ccc(C(=O)Nc2ccc3c(c2)nc(CN2CCN(C(C)=O)CC2)n3C)cc1	10	8	14	0	-1	-3	-3	2	-0.5
Cc1ccc(S(=O)(=O)CCC(=O)Nc2nc(-c3ccncc3)cs2)cc1	4	7	-3	2	7	11	-7	-6	-1.9
Cc1cc(/C=N/n2cnnc2)c(C)n1-c1ccc(Cl)cc1	-11	-9	14	0	-7	-26	4	5	-0.5
CC1CC(C)CN(C(=O)C2CCCN(S(=O)(=O)c3cccc4nonc34)C2)C1 (stereo not given)	37	8	1	1	-2	28	18	-2	1.3
Cc1cc(C(=O)N2CCCC(C(=O)c3ccc(Oc4ccccc4)cc3)C2)n[nH]1 (stereo not given)	36	17	13	0	6	34	6	-2	-0.7

Whole records from above:
COc1ccc(N(C(C)C(=O)N/N=C/c2ccc(OCC(C)C)cc2)S(C)(=O)=O)cc1 (stereo not given) is listed with tim23-1 inh: 23; NLRP3 yeast inh: 0; APJ antag: -7; GRIN3A LBD mod: -4; APJ ag: -1; tim10-1 inh: 26; TIM10 inh: 14; beta cell repl: 0; MPTP inh: -0.1
CN(c1ccccc1C(=O)Nc1ccccc1C(=O)NCc1ccco1)S(C)(=O)=O is listed with tim23-1 inh: 3; NLRP3 yeast inh: -1; APJ antag: 0; GRIN3A LBD mod: 1; APJ ag: -4; tim10-1 inh: 19; TIM10 inh: 5; beta cell repl: -3; MPTP inh: -0.4

(next part)
SMILES	tim23-1 inh	NLRP3 yeast inh	APJ antag	GRIN3A LBD mod	APJ ag	tim10-1 inh	TIM10 inh	beta cell repl	MPTP inh
CCC(C)NC(=O)C1CCN(S(=O)(=O)c2ccc(OC)cc2)CC1 (stereo not given)	-2	2	-7	-2	1	18	-6	1	0.4
CC(=O)c1ccc2noc(-c3ccc(C)cc3)c2c1	4	15	6	1	-2	6	10	-2	-1.6
O=C(COC(=O)/C=C/c1cccc(F)c1)Nc1ccc(Cl)cn1	14	2	5	1	-3	10	13	-2	-0.3
CCNC(=O)C1CC(=O)N(c2ccc(Br)cc2)C1 (stereo not given)	-3	9	29	1	2	-18	-5	-2	-2.6
CN(C)C(CNC(=O)c1ccc(S(=O)(=O)Nc2cccc(C(F)(F)F)c2)cc1)c1ccco1 (stereo not given)	10	19	-12	-2	3	2	13	3	0.9
CCN(CC)S(=O)(=O)c1ccc(O)c(NS(=O)(=O)c2ccccc2F)c1	11	3	-1	0	-1	8	5	2	5.7
CCCOc1ccc(S(=O)(=O)NCCCN2CCOCC2)c2ccccc12	20	-3	-8	-10	0	18	15	-2	-4.1
Clc1ccc(SCc2cn3ccccc3n2)cc1	0	42	2	0	-2	30	12	-4	-2.7
CC1(OC(=O)C2CCCC2)C(=O)C=C2C=C(c3ccsc3)N(Cc3ccccc3)C=C2C1=O (stereo not given)	-7	-7	-16	2	14	12	-8	-4	0.8
COC(=O)[C@@]1(Cc2ccccc2)[C@H]2C(=O)N(Cc3ccccc3)C(=O)[C@H]2[C@H]2CN=C(SCc3ccccc3)N21	49	·	·	3	·	29	12	·	-0.5
COc1ccc2cc1Oc1ccc(cc1)C[C@H]1c3cc(c(OC)cc3CCN1C)Oc1c(O)c(OC)cc3c1[C@H](C2)N(C)CC3	-9	15	-37	-5	4	-6	-7	-9	·
CNC(=O)c1c(NC(=O)c2cccc(N3C(=O)CCC3=O)c2)sc2c1CCCC2	8	-2	2	0	1	20	3	-5	0.2
COc1ccc(CCNC(=O)CN(c2ccc(C)cc2)S(=O)(=O)c2c(C)noc2C)cc1OC	6	7	11	-1	2	24	37	0	-1.2
O=[N+]([O-])c1cccc2c(S(=O)(=O)N3CCOCC3)cccc12	1	22	-7	0	4	-10	-9	-3	0.5
CC(C)C(NS(=O)(=O)c1cccc2nsnc12)C(=O)NC1CCCCC1C (stereo not given)	3	-7	12	2	11	17	12	3	0.0
CCOC(=O)N1CCN(C(=O)c2oc(=O)c3ccccc3c2-c2ccc(C)cc2)CC1	24	21	-4	1	-3	17	8	0	-0.4
N#CCCN(C(=O)CSc1ccc2c(c1)OCCO2)c1ccccc1	25	-1	11	1	-1	26	23	-4	1.1
CCN1CCN(C(=O)C2c3cc(OC)c(OC)cc3C(=O)N(C)C2c2ccc(SC)cc2)CC1 (stereo not given)	3	14	11	-4	-1	14	8	-2	0.9
Cc1ccccc1NC(=O)C1CCN(C2=NS(=O)(=O)c3ccccc32)CC1	10	12	-9	-1	-1	-3	-10	-1	-0.8
Cc1cc2[nH]c(=O)c(=O)[nH]c2cc1S(=O)(=O)N1CCC(C)CC1	8	16	6	-3	-2	8	5	-3	-0.4
Cc1ccc(-c2nc3ncccc3o2)cc1NC(=O)c1cccnc1	-4	15	8	-1	-2	7	3	-2	-3.7
Cc1ccc(S(=O)(=O)N(C)C)cc1NC(=O)c1cc(-c2ccco2)nc2ccccc12	5	6	-6	0	10	9	3	1	-0.8
O=C(NCCc1nc2ccccc2[nH]1)c1cccc(Br)c1	-4	10	20	8	0	-13	14	0	2.3
CCCCN(C)C(=O)c1nc2ccccn2c1CN1CCSCC1	1	-4	-5	-2	-7	12	8	-4	1.2
COc1cc(/C=N/Nc2ccc(Cl)c(C(=O)O)c2)ccc1OC(=O)c1ccccc1F	37	-5	8	-7	0	11	22	-6	-2.2
CC(C)C(NC(=O)/C(=C\c1ccco1)NC(=O)c1ccco1)C(=O)O (stereo not given)	10	2	11	2	-4	6	1	-1	-0.6
O=C(NC(Cc1ccccc1)C(=O)O)/C(=C/c1cccc([N+](=O)[O-])c1)NC(=O)c1ccco1 (stereo not given)	4	14	13	2	-1	-2	0	-1	0.6
O=C(CSc1ccc(Cl)cc1)OCc1nnc(-c2ccccc2)o1	18	13	10	19*	2	11	-2	4	0.9
CC(C)C(NC(=O)c1ccc(F)cc1)C(=O)Nc1cccnc1 (stereo not given)	0	0	10	3	-1	-4	3	-1	-0.3
CCOC(=O)c1nnc(-c2cccs2)nc1Oc1ccc(Cl)cc1	49	15	-1	1	1	27	19	-3	+
Cc1cc(-c2cccs2)n[nH]1	13	16	16	1	0	5	-4	-2	-1.8
COCCCNC(=S)N/N=C/c1ccccc1O	19	8	-21	0	-3	19	32	2	5.0
COc1ccc(/C(C)=N\NS(C)(=O)=O)c(OC)c1	13	8	7	-4	4	3	-12	0	-1.0
CC1CCN(c2cc(N)c(Cl)cc2[N+](=O)[O-])CC1	72*	31	13	-2	-8	52*	41*	-2	1.5
COCCN(C(=O)CCC(=O)Nc1ccccn1)C(C(=O)NCCC(C)C)c1ccc(C)cc1 (stereo not given)	14	-2	-17	1	-2	15	-3	0	-0.3
O=C(NC1CC(=O)N(c2ccc(F)cc2)C1)C(=O)c1c[nH]c2ccccc12 (stereo not given)	-19	12	-43	2	-1	-17	-1	0	-1.7
O=[N+]([O-])c1ccc(C2CCCC/C2=N/OCc2ccc(F)cc2)c([N+](=O)[O-])c1 (stereo not given)	8	29	-11	1	0	23	1	-6	7.2
CCN1CCN(c2c(Cl)cccc2NC(=O)c2ccc3c(c2)OCCO3)CC1	16	20	-24	2	-5	28	10	-3	-1.3
O=C(Nc1ccc(S(=O)(=O)NCc2ccco2)cc1)c1ccncc1	13	10	5	-2	0	1	-2	1	0.8
NC1=NN=C(N2N=C(c3ccccc3)CC2(O)C(F)(F)F)n2ncnc2C1 (stereo not given)	2	4	0	0	-4	10	5	1	-0.9
CSc1nc(NS(=O)(=O)c2cc(C)c(Cl)cc2Cl)nn1C	4	10	0	0	10	12	3	-4	-0.5
COC(=O)[C@@H](Cc1ccc(O)cc1)NC(=O)[C@H]1CCC(=O)N1C(=O)OCc1ccccc1	-7	-1	1	-1	-3	-4	-14	-3	-0.4
Cc1ccc2c(C)c(C(=O)N3CCN(c4ncccn4)CC3)oc2c1C	39	20	3	-3	-2	28	25	6	-0.3

Compound activity deposited in PubChem by Sanford-Burnham Center for Chemical Genomics.

This is a random part of the collection (roughly 7.2% active in at least one column).
